Compound activity from PubChem BioAssay.
CD11b adhes inh: inhibitors of CD11b/CD18 adhesion to fibrinogen, primary screen, K562 cells, luminescence | Integrin beta-2 (Homo sapiens) + Integrin alpha-M (Homo sapiens), P05107+P11215 | inhibition, % at 10 µM | hit rate 0.54% among 93,000 | ATPlite luminescence; Mn2+ added to activate the integrin;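 active means primary inhibition of 50% or more at 10 µM, then 40% or more on retest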; further: some results filed as inactive read as strong as hits
ERa coact pot: enhancers of ERα–SRC-1 coactivator binding, primary screen, biochemical, TR-FRET, ERα LBD, low estradiol. Estrogen receptor (Homo sapiens), P03372. TR-FRET ERalpha-LBD/SRC-Cy5 coactivator binding, 2 h; 100 = basal binding, no effect. coactivator binding (% of control), % at 25.6 µM. hit rate 1.3% among 86,000. AID 639, 2007; in the data active means activity above about 200%;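 further: binding measured in presence of low estradiol as agonist stimulus; 0% = peptide alone without receptor and 100% = receptor with peptide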
Smad3 FoxH1 inh: Smad3/FoxH1 peptide binding inhibitors, primary screen, biochemical, TR-FRET; Mothers against decapentaplegic homolog 3 (Homo sapiens), P84022; TR-FRET Smad3/Dy647-FoxH1 peptide binding, europium anti-His; inhibition, % at 25 µM; hit rate 0.29% among 88,000; AID 630, 2007;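 active means compounds that reduce the energy-transfer binding signal between the protein and its labelled peptide by more than half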;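 further: 0% = Smad3 plus labelled peptide maximal FRET and 100% = peptide-only background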
Target sequence (P84022 whole entry, looked up): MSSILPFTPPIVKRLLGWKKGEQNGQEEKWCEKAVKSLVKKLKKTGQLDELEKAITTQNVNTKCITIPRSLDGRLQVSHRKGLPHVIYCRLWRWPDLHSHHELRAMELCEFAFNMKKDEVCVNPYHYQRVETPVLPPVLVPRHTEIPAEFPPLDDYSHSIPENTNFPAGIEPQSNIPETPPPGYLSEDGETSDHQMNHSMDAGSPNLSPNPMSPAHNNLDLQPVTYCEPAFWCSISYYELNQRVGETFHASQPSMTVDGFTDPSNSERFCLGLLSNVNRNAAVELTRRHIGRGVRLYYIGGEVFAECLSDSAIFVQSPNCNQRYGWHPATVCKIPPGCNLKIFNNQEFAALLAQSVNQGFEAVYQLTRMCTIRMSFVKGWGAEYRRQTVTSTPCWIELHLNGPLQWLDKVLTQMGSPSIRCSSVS
sEH inhibitor: soluble epoxide hydrolase inhibitors, primary screen, biochemical, human sEH; Bifunctional epoxide hydrolase 2 (Homo sapiens), P34913; recombinant human sEH enzymatic activity assay; inhibition, % at 2 µM; hit rate 0.34% among 91,000; AID 707, 2007; in the data active means inhibition above about 80%; further: values of inactives mirror those of a sister screen read the other way; many of its hits are not listed in these tables
Target sequence (P34913 whole entry, looked up): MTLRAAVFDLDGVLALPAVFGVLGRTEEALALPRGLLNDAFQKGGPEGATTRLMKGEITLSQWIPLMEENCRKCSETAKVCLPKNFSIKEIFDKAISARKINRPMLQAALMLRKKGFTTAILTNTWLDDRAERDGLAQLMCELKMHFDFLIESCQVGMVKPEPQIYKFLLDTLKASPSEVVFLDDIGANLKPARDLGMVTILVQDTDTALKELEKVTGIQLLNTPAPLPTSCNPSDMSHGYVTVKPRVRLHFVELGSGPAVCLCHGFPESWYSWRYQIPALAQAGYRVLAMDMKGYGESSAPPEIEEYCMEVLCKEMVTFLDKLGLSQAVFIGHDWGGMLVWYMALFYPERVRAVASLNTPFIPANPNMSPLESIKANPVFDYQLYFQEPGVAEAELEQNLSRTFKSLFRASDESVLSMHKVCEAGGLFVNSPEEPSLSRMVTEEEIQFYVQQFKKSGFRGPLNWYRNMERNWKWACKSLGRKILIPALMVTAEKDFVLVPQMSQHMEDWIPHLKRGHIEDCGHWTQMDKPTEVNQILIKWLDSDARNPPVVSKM
Calb biofilm kill: clotrimazole potentiators killing Candida biofilms, primary screen, with clotrimazole, Alamar Blue; C. albicans biofilm + clotrimazole; AID 834, 2007; inhibition, % at 6 µM; hit rate 0.14% among 85,000;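 active means inhibition above 20%; inactive means inhibition below 20%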;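 further: preformed 24 hr biofilms exposed to compound for 48 hr; 0% = biofilm without compound and 100% = blank killed by clotrimazole plus chlorhexidine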
ERb SRC1 inh: inhibitors of ERβ-SRC1 coactivator interaction, primary screen, biochemical, TR-FRET, ERβ LBD, SRC-1 peptide | inhibition, % at 25.6 µM | hit rate 1.3% among 86,000 | AID 633, 2007 | TR-FRET ER-beta LBD / SRC1-Cy5 peptide binding; receptor agonist-loaded with 1 µM estradiol;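 active means compounds whose percent inhibition of the receptor-coactivator binding signal exceeds about 50% in the single-dose screen, limit read from the data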;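 further: 0% = receptor plus peptide wells without compound and 100% = peptide-only wells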
MT1-MMP txn act: MT1-MMP promoter reporter activation – cell-based, luciferase luminescence, primary screen; HT1080 MT1-MMP promoter luciferase reporter, overnight; hits give high values; activation factor at 10 µM; hit rate 0.16% among 86,000;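 active means activation factor of at least 2 for MT1-MMP transcription at 10 µM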
CD11b adhes enh: enhancers of CD11b/CD18 adhesion to fibrinogen, primary screen, K562 cells, luminescence; activation, % at 10 µM; ATPlite luminescence; hit rate 0.07% among 93,000;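 active means 10 µM primary screen giving 50% or more activity, confirmed by 40% or more on retest at that dose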; further: strong numbers were not always called active; reference of the scale not given here
sEH act: soluble epoxide hydrolase activators, primary screen, biochemical, human sEH; Bifunctional epoxide hydrolase 2 (Homo sapiens), P34913; purified human sEH enzymatic activity, activator screen; activation, % at 2 µM; hit rate 0.04% among 91,000; in the data active means activation above about 37%; further: values of inactives mirror those of a sister screen read the other way
The depositor's hits bear a star; x = not tested or not shown; [ ] = dose if it differs, or a comment. Some of the compounds tested. The share of hits here may be higher or lower than overall.

SMILES | CD11b adhes inh | ERa coact pot | Smad3 FoxH1 inh | sEH inhibitor | Calb biofilm kill | ERb SRC1 inh | MT1-MMP txn act | CD11b adhes enh | sEH act
CC(=O)Nc1ccc(S(=O)(=O)CCC(=O)O)cc1 | x | 105 | 12 | -6 | 9 | -29[fluorescence artefact?] | 1.3 | x | 5
O=C(O)C1CCCCC1C(=O)Nc1cccc2ccccc12 (stereo unspecified) | x | 95 | 11 | 2 | 5 | -5 | 1.1 | x | -2
CCOC(=O)CSc1nc(NCc2ccco2)c2ccccc2n1 | -2 | 108 | -2 | -12 | -1 | 7 | 1.2 | -2 | 8
COCC(=O)N(C)c1nnc(-c2cnc(C)cn2)s1 | 0 | 113 | 13 | -1 | 5 | -1 | 1.3 | 1 | 3
CCOc1cc2[nH]c(=S)n(CCCCC(=O)NCc3ccco3)c(=O)c2cc1OCC | 13 | 104[fluorescence artefact?] | 8[fluorescence artefact?] | x | 11 | 28[fluorescence artefact?] | 1 | 8 | x
Cc1ccc(NC(=O)NC2CCCN2S(=O)(=O)c2ccc(Cl)cc2)cc1 (stereo unspecified) | -6 | 100 | 7 | 24 | 0 | -4 | 1.2 | -1 | -24
CC(=N/O)/C(=N\O)c1ccc(C)o1 | -2 | 102 | 6 | -36 | 5 | -1[fluorescence artefact?] | 0.9 | -2 | 32
CNC(=O)c1cc2ccc(OC)cc2oc1=O | -10 | 104 | -4 | -9 | 7 | -21[fluorescence artefact?] | 1.2 | 4 | 11
CCOC(=O)C1CCCN(S(=O)(=O)c2ccc(Br)c(OC)c2)C1 (stereo unspecified) | -5 | 90[fluorescence artefact?] | -4 | 13 | 11 | 28 | 1.1 | -1 | -11
COc1ccc(C2C(C#N)=C(N)Oc3c2oc(CO)cc3=O)c(OC)c1OC (stereo unspecified) | 4 | 114 | -1 | x | 9 | -1 | 1.1 | 2 | x
CCOc1ccc2nc(NC(=O)C3CCCN(S(=O)(=O)c4cccs4)C3)sc2c1 (stereo unspecified) | -9 | 170 | -3 | x | 9 | -7 | 1 | 55 | x
CC1(C)NC(=O)N(CCCCSc2ccc(Cl)cc2)C1=O | 18 | 102 | 6 | 0 | 4 | 3[fluorescence artefact?] | 1.1 | -1 | -1
Cc1ccc(NC(=O)CSC2=Nc3ccccc3C3CC=NN23)c(C)c1 (stereo unspecified) | 16 | x | x | 5 | x | x | x | -2 | -3
CCOC(=O)C1CCN(c2ncnc3c2oc2ccccc23)CC1 | 36 | 135 | 1 | -3 | 7 | -1 | 1 | -3 | 5
CCN(CC)CCNC(=O)CS(=O)Cc1nc(-c2ccc(C)cc2)oc1C (stereo unspecified) | -6 | 116 | -2 | -1 | 8 | -8 | 1.2 | -2 | 2
COC(=O)c1ccc(COC(=O)c2c(C)nn(Cc3ccccc3Cl)c2Cl)o1 | 71 | 99 | 1 | -5 | -3 | 5 | 0.9 | -6 | 5
Cc1cccc(C(=O)N/N=C/c2ccc(OCC(=O)N3CCCCC3)cc2)c1 | 1 | x | x | 28 | x | x | x | 12 | -27
CCOC(=O)c1ccc2[nH]cc(C(C)=O)c(=O)c2c1 | x | 93 | 11 | -7 | 3 | 12 | 1.2 | x | 8
CCn1c(=O)cc(SCC(=O)NCc2ccco2)c2ccccc21 | 24 | 97[fluorescence artefact?] | 42[fluorescence artefact?] | 15 | 8 | -6 | 1.1 | -6 | -15
Cc1csc(NC(=O)c2ccc(C)c(S(=O)(=O)N3CCCCC3)c2)n1 | 3 | 102 | 12[fluorescence artefact?] | 8 | 9 | -3 | 1.2 | -4 | -9
COc1ccc(-n2c(COc3ccc(C)cc3)nnc2SCc2ccc(C#N)cc2)cc1 | -2 | 89 | 19 | 13 | 6 | -17[fluorescence artefact?] | 1.3 | -1 | -12
CC1=CC(C)(C)N(C(=O)c2ccccc2)c2ccccc21 | -9 | 112 | -11 | 17 | 3 | -5 | 1.3 | 4 | -18
CN(CC(=O)N1CCc2ccccc21)S(=O)(=O)c1cccs1 | 5 | 138 | 8 | 12 | 0 | 2 | x | -2 | -11
COc1ccc(-c2cc(N)n(S(=O)(=O)c3ccc(C)cc3)n2)c(OC)c1 | -4 | 117 | 5 | -25 | 7 | -8 | x | 1 | 22
CCN(CC)CCn1c(O)c(N=O)c2ccccc21 | 0 | 112 | -4 | x | -4 | 4 | 1.3 | -3 | x
CC(c1ccccc1)n1cc(C(=O)NCCCn2ccnc2)nn1 (stereo unspecified) | x | 123[fluorescence artefact?] | 3 | -1 | 2 | -2 | 1.1 | x | 1
O=C(CSCc1ccccc1)NC1CCSC1=O (stereo unspecified) | -3 | 90 | -7 | -4 | 3 | 2 | 1.1 | -3 | 1
O=C(CS(=O)CC(=O)Nc1cccc2c1CCCC2)Nc1ccc(F)cc1 (stereo unspecified) | -2 | 132 | 8 | 0 | 8 | 4 | 1.1 | -2 | -2
COC(=O)C1C(c2ccccc2)C(C(=O)N2CCN(C)CC2)C1c1ccccc1 (stereo unspecified) | -16 | 102 | -5[fluorescence artefact?] | -2 | -1 | 4[fluorescence artefact?] | 1.1 | -3 | 1
CCOC(=O)c1[nH]c(COC(=O)c2ccccc2NC(=O)c2ccco2)c(C(=O)OCC)c1C | 1 | 95 | 3 | -1 | -2 | 19 | x | 2 | 2

A section of the results above, for reference:
SMILES | CD11b adhes inh | ERa coact pot | Smad3 FoxH1 inh | sEH inhibitor | Calb biofilm kill | ERb SRC1 inh | MT1-MMP txn act | CD11b adhes enh | sEH act
Cc1cccc(C(=O)N/N=C/c2ccc(OCC(=O)N3CCCCC3)cc2)c1 | 1 | x | x | 28 | x | x | x | 12 | -27
CCOC(=O)c1ccc2[nH]cc(C(C)=O)c(=O)c2c1 | x | 93 | 11 | -7 | 3 | 12 | 1.2 | x | 8
CCn1c(=O)cc(SCC(=O)NCc2ccco2)c2ccccc21 | 24 | 97[fluorescence artefact?] | 42[fluorescence artefact?] | 15 | 8 | -6 | 1.1 | -6 | -15
Cc1csc(NC(=O)c2ccc(C)c(S(=O)(=O)N3CCCCC3)c2)n1 | 3 | 102 | 12[fluorescence artefact?] | 8 | 9 | -3 | 1.2 | -4 | -9
COc1ccc(-n2c(COc3ccc(C)cc3)nnc2SCc2ccc(C#N)cc2)cc1 | -2 | 89 | 19 | 13 | 6 | -17[fluorescence artefact?] | 1.3 | -1 | -12
CC1=CC(C)(C)N(C(=O)c2ccccc2)c2ccccc21 | -9 | 112 | -11 | 17 | 3 | -5 | 1.3 | 4 | -18
CN(CC(=O)N1CCc2ccccc21)S(=O)(=O)c1cccs1 | 5 | 138 | 8 | 12 | 0 | 2 | x | -2 | -11
COc1ccc(-c2cc(N)n(S(=O)(=O)c3ccc(C)cc3)n2)c(OC)c1 | -4 | 117 | 5 | -25 | 7 | -8 | x | 1 | 22
CCN(CC)CCn1c(O)c(N=O)c2ccccc21 | 0 | 112 | -4 | x | -4 | 4 | 1.3 | -3 | x
CC(c1ccccc1)n1cc(C(=O)NCCCn2ccnc2)nn1 (stereo unspecified) | x | 123[fluorescence artefact?] | 3 | -1 | 2 | -2 | 1.1 | x | 1
O=C(CSCc1ccccc1)NC1CCSC1=O (stereo unspecified) | -3 | 90 | -7 | -4 | 3 | 2 | 1.1 | -3 | 1

The results go on.
SMILES | CD11b adhes inh | ERa coact pot | Smad3 FoxH1 inh | sEH inhibitor | Calb biofilm kill | ERb SRC1 inh | MT1-MMP txn act | CD11b adhes enh | sEH act
c1ccc(C(c2nnnn2Cc2ccco2)N2CCN(C3CCCC3)CC2)cc1 (stereo unspecified) | -4 | 111 | 7 | x | 9 | 3 | 1 | 100 | x
C=CCn1c(SCC(=O)Nc2cc3oc4ccccc4c3cc2OC)nnc1-c1cnccn1 | 11 | 115[fluorescence artefact?] | 0 | -37 | -2 | 8[fluorescence artefact?] | 1 | 13 | 34
O=S(=O)(Cc1ccccc1)N1CCCCCC1 | -24 | 101[fluorescence artefact?] | -9 | 4 | 4 | -1 | 1 | -4 | -1
Cn1c(NCc2ccccc2)nc2c1c(=O)n(Cc1ccc(Br)cc1)c(=O)n2C | 4 | 100 | 5 | x | 6 | -1 | 0.9 | -1 | x
O=C(NC(Nc1nc2ccc([N+](=O)[O-])cc2s1)(C(F)(F)F)C(F)(F)F)c1ccccc1 | 94* | x | x | 7 | x | x | x | -8 | -4
CC(C)n1c(NCc2c[nH]c3ccccc23)nc2ccccc21 | x | 98 | 6 | -7 | 10 | -6 | 1.2 | x | 5
O=[N+]([O-])c1cnccc1Nc1ccc(F)cc1 | x | 114 | 4 | 10 | 8 | -12 | 1.1 | x | -14
CCNC(=O)NC(=O)C(C)OC(=O)c1oc2ccc(OCC)cc2c1C (stereo unspecified) | -11 | x | x | 11 | x | x | x | -1 | -8
Cc1nn(-c2ncc(C(F)(F)F)cc2Cl)c(=O)n1-c1cccc(Cl)c1 | -10 | 91 | -9 | 1 | 6 | 7 | 1.1 | 2 | -3
CCc1c(C(=O)NCc2ccccc2Cl)[nH]c(C)c1C(C)=O | -1 | 105[fluorescence artefact?] | 11 | x | 6 | -8 | 1.2 | -6 | x
CCSc1nnc(Cc2cc(=O)[nH]c(=O)[nH]2)n1-c1cc(C)ccc1C | 9 | 131 | 4 | -4 | 7 | 70* | 0.9 | 1 | 3
COC(=O)c1cc2ccsc2n1CC(=O)Nc1cc(C)cc(C)c1 | -23 | 157 | 5[fluorescence artefact?] | 1 | 0 | -13 | 1.2 | 37 | 2
CN1CCN(C(=S)Nc2ccccc2Cl)CC1 | 0 | 99 | -10 | -22 | 8 | -21 | 1 | -1 | 20
Cc1ccc(S(=O)(=O)N(CC(=O)N2CCC(C)CC2)Cc2ccccc2F)cc1 | -7 | 99 | -1 | -1 | 0 | -4 | 1.2 | -1 | 4
COc1ccc(OC)c(S(=O)(=O)N(C)CC(=O)Nc2ccccc2OC)c1 | -6 | 110 | -14 | -6 | 6 | -3 | 1 | 2 | 2
CC(=O)c1cccc(NC(=O)N2CCC(c3nnc(SCC(N)=O)n3C)CC2)c1 | 2 | 110 | 1 | 7 | 6 | 4 | 1.1 | 4 | -8
O=C(O)CC(c1cccc2ccccc12)n1cccc1 (stereo unspecified) | 25 | 58 | -4 | 7 | 7 | 19 | 1.6 | 2 | -4
COc1ccc(-n2nc(C(=O)N3CCN(c4ccc(F)cc4)CC3)c3ccccc3c2=O)c(OC)c1 | 3 | 110[fluorescence artefact?] | 6 | x | 9 | -5 | 1.1 | -3 | x
CCOC(=O)C(C)Oc1ccc(=O)n(-c2ccccc2)n1 (stereo unspecified) | 11 | 129 | 4 | 2 | 4 | -4 | 1 | -3 | -1
COc1ccc(-n2nc3cc(C)c(NC(=O)C(C)C)cc3n2)cc1 | 10 | 136 | 6 | 0 | 8 | 15 | 1 | -2 | 0
Clc1cccc(/C=N/Nc2nc(Cl)nc3ccccc23)c1 | 10 | x | x | 14 | x | x | x | 4 | -16
CCCCc1ccc(Nc2ncnc3nc[nH]c23)cc1 | 7 | 86 | 1 | -5 | -4 | -9[fluorescence artefact?] | x | 9 | 3
CNC(=O)c1cc(C)c(-c2ccccc2)s1 | -4 | 173 | 5 | -3 | 2 | -4 | 1.2 | 3 | 7
